hIAP act = increases human intestinal alkaline phosphatase activity; P09923; purified human IAP, CDP-Star luminescence, 30 min; stronger effect = higher value; 1 = vehicle-only enzyme, 0 = enzyme-free background; activation factor at 10 µM; 330,000 compounds, 0.16% hits;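 active means activation factor of the enzyme at least 2-fold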; further: the source names both 10 and 20 µM as test concentration; values of inactives mirror those of a sister screen read the other way
Target sequence (P09923 whole entry, looked up): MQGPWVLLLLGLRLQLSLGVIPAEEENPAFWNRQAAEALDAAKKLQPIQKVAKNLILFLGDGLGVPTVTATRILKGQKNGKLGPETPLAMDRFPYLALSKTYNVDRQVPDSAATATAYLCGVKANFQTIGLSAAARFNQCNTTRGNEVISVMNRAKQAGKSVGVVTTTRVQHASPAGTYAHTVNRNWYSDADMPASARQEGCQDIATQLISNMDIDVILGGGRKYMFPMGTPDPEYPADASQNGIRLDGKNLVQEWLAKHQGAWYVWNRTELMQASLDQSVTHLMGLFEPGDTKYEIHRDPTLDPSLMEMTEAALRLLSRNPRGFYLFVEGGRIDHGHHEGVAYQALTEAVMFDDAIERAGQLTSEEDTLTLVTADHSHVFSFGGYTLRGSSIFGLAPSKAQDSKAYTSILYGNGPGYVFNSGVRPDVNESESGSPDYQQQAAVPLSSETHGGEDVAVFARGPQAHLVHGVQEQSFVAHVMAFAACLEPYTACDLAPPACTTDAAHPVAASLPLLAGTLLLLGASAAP
mIAP block = mouse IAP inhibition; purified mouse IAP, CDP-Star luminescence, 30 min; inhibition, % at 10 µM; 330,000 compounds, 0.2% hits; AID 2806;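 active means inhibition of at least 40% at 10 µM in the primary screen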;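 further: plate controls were DMSO with enzyme for no effect and no enzyme wells for full effect; values of inactives mirror those of a sister screen read the other way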
A3G deaminase = blocks human APOBEC3G single-stranded DNA deamination; 330,000 compounds, 0.28% hits; inhibition, % at 20 µM; recombinant A3G, ssDNA deamination FAM/TAMRA fluorescence; AID 493012; Q9HC16;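 active means inhibition of at least 40% at 20 µM, with no more than 30% in the related APOBEC3A deaminase screen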;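 further: plate controls were DMSO wells with A3G for no effect and wells lacking A3G enzyme for full effect; some compounds called inactive have numbers as strong as hits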
MIN6 prolif = induces beta-cell replication in MIN6 cells; MIN6 cells proliferation, ATPlite luminescence, 48 h; cells starved in 0.2% serum; 100% = growth in 10% serum; proliferation, % at 10 µM; 330,000 compounds, 0.29% hits;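 active means compounds whose signal lies at least 3.5 SD above the mean of all wells on their plate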;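 further: 0% = DMSO-treated cells in low-serum medium and 100% = 10% serum control; some compounds called inactive have numbers as strong as hits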
mIAP act = mouse IAP activation | muIAP, CDP-Star luminescence, 30 min; stronger effect = higher value; 1 = vehicle-only enzyme signal, 0 = enzyme-free wells | activation factor at 10 µM | 330,000 compounds, 0.24% hits;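 active means activation factor of at least 2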; further: the source names both 10 and 20 µM as test concentration; values of inactives mirror those of a sister screen read the other way
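Assay system: mouse IAP enzyme; Reagent: CDP-Star chemiluminescent phosphatase substrate; Compound: DMSO-dissolved test compounds; Incubation: 30 min, room temperature; Technique: luminescence from enzymatic CDP-Star hydrolysis; Controls: DMSO-only wells and no-enzyme negative control.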
NR3A LBD binder = NR3A (human) ligand-binding domain modulation; NR3A LBD differential scanning fluorimetry, Tm shift; 0% = protein alone, 100% = glycine-bound protein; Tm shift relative to glycine control, % at 25 µM; 340,000 compounds, 2.5% hits; AID 1259313;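 active means melting temperature shift of at least 10% of the positive control shift, at one fixed dose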
MPTP inh = blocks calcium-induced mitochondrial swelling. isolated mouse mitochondria, Ca2+ swelling absorbance, 30 min. inhibition, % at 10 µM. 360,000 compounds, 1.4% hits;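 active means inhibition of 50% or more, scaled per plate between neutral and stimulator controls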;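 further: 0% = DMSO wells given calcium and 100% = 1 mM EGTA wells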
APOBEC3A inh = inhibitors of human APOBEC3A DNA deaminase | 330,000 compounds, 0.41% hits | recombinant A3A, FAM/TAMRA ssDNA deamination fluorescence | inhibition, % at 20 µM | AID 493011;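 active means at least 40% inhibition at 20 µM here, with at most 30% in a related deaminase screen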;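 further: plate controls were A3A with DMSO for no effect and wells lacking A3A enzyme for full effect; some results filed as inactive read as strong as hits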
Target sequence (P31941 whole entry, looked up): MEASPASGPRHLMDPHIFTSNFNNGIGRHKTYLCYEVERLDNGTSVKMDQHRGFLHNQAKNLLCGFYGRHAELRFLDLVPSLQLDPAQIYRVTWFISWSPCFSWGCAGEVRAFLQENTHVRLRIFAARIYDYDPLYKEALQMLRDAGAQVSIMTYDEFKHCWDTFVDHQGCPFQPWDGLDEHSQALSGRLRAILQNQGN
hIAP inh = human IAP inhibition | inhibition, % at 10 µM | purified IAP, CDP-Star luminescence, 30 min | AID 2544 | P09923 | 330,000 compounds, 0.12% hits;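 active means inhibition reaching a set limit with compound at 10 µM in the primary screen, cut at about 35% in these data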;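 further: plate controls were DMSO wells with enzyme for no effect and no-enzyme buffer wells for full effect; values of inactives mirror those of a sister screen read the other way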
Numbers without * were called inactive; · = not tested or not shown.

SMILES | hIAP act | mIAP block | A3G deaminase | MIN6 prolif | mIAP act | NR3A LBD binder | MPTP inh | APOBEC3A inh | hIAP inh
COc1ccc(N(C(=O)CNC(=O)c2cccs2)C(C(=O)NC2CCCC2)c2cccnc2)cc1 (stereo not given) | 1.1 | -2 | 2 | -1 | 1 | 1 | -1.5 | 2 | -6
O=C(COC(=O)c1cccc(O)c1)NCc1ccc2c(c1)OCO2 | 0.94 | 6 | -8 | 1 | 0.94 | 1 | -0.7 | -2 | 6
O=C(O)CCCNS(=O)(=O)Cc1ccccc1 | 1.2 | 14 | -3 | -2 | 0.85 | -2 | 1.0 | -2 | -15
Cc1ccc(Oc2nc(C(F)(F)F)nc3ccccc23)cc1 | 1.3 | 8 | -4 | -3 | 0.92 | -1 | 4.7 | 1 | -32
CC(C)(C)N1CC(OC(N)=O)C1 | 0.99 | 7 | -5 | -5 | 0.93 | -4 | -0.7 | -3 | 1
COCC1CCN(C(=O)CCc2nnc(C3(c4ccc(Cl)cc4)CCC3)o2)C1 (stereo not given) | 1.4 | 2 | -6 | -2 | 0.98 | -1 | -1.2 | -2 | -36
CCCNC(=O)CN(Cc1ccccc1F)S(=O)(=O)c1ccc(C)cc1 | 0.9 | 2 | -3 | -1 | 0.98 | -1 | 1.8 | 2 | 10
Cc1ccc(C(=O)CNc2nc3c(c(=O)[nH]c(=O)n3C)n2Cc2ccccc2)cc1 | 1.1 | 2 | -3 | 0 | 0.98 | -17 | 1.8 | -2 | -12
CCc1ccc(NC(=O)CSc2nnc(COc3ccc4c(c3)CCCC4)o2)cc1 | 1.1 | -2 | -4 | -1 | 1 | 0 | 2.5 | 0 | -7
COc1cc(/C=C/C(=O)NCC(=O)N2CCC(N(C)CCN3CCOCC3)CC2)ccc1OC(C)C | 1.2 | -6 | 0 | 0 | 1.1 | 0 | -0.9 | -1 | -15
Cc1ccc(C)c(NC(=O)CN(C)C(=O)c2cc3ccccc3o2)c1 | 0.92 | 6 | -7 | 1 | 0.94 | -4 | -0.5 | -4 | 8
CC(CNC(=O)c1ccc(Br)o1)NC(=O)c1ccc(Br)o1 (stereo not given) | 1 | -10 | -1 | -1 | 1.1 | 4 | -2.4 | 2 | -1
Cc1nc2ccccc2cc1C(=O)N/N=C/c1ccccc1[N+](=O)[O-] | 0.94 | 3 | 0 | 1 | 0.97 | 0 | 0.1 | -1 | 6
CCOC(=O)c1c(NC(=O)c2c(Br)cnn2CC)sc(C)c1C | 0.77 | 6 | -2 | -4 | 0.94 | 1 | 2.3 | 1 | 23
O=C(Nc1ccccc1C(=O)NC(Cc1ccccc1)C(=O)O)c1ccccc1 (stereo not given) | 1 | 4 | -2 | -2 | 0.96 | -2 | 0.1 | 2 | -2
COc1ccc(/C=C\c2onc(C)c2S(=O)(=O)N2CCC(C(=O)NCc3ccco3)CC2)cc1 | 0.95 | 15 | 2 | -1 | 0.85 | 0 | 1.8 | 7 | 5
O=C(CSc1nnc(NC(=O)c2cccc(F)c2)s1)NC1CCCC1 | 0.94 | -5 | -9 | -3 | 1.1 | 1 | 0.5 | -6 | 6
Cc1c(CC(=O)O)c(=O)oc2c(C)c3occ(-c4ccc(Br)cc4)c3cc12 | 0.91 | -3 | -6 | -3 | 1 | -1 | 2.6 | -1 | 9
Nc1ccccc1SCc1csc(-c2ccc(Cl)cc2)n1 | 0.83 | 7 | -8 | -5 | 0.93 | 8 | -0.5 | -1 | 17
O=C1c2ccccc2C(=O)N1c1ncn[nH]1 | 1.2 | -11 | 10 | 1 | 1.1 | 0 | 2.2 | -7 | -20
CC(C)c1nccn1CCC(=O)O | 0.84 | -1 | 3 | 3 | 1 | -1 | 0.0 | 5 | 16
COc1ccc(OC)c(NC(=O)C2CC(=O)N(c3ccccc3)C2)c1 (stereo not given) | 1 | 2 | -3 | 1 | 0.98 | 2 | 1.9 | -11 | -4
O=C(NCc1ccccc1)C(c1ccccc1)N(C(=O)c1csnn1)C1CCCC1 (stereo not given) | 1 | 6 | -8 | -1 | 0.94 | -2 | 0.1 | -4 | -2
Cc1cc(Nc2cccc(Cl)n2)n(-c2ccccc2)n1 | 0.86 | 5 | -9 | -2 | 0.95 | -3 | 0.2 | -3 | 14

Arranged by length of the SMILES (largest number first): some entries from above.
SMILES | hIAP act | mIAP block | A3G deaminase | MIN6 prolif | mIAP act | NR3A LBD binder | MPTP inh | APOBEC3A inh | hIAP inh
Cc1c(CC(=O)O)c(=O)oc2c(C)c3occ(-c4ccc(Br)cc4)c3cc12 | 0.91 | -3 | -6 | -3 | 1 | -1 | 2.6 | -1 | 9
O=C(NCc1ccccc1)C(c1ccccc1)N(C(=O)c1csnn1)C1CCCC1 (stereo not given) | 1 | 6 | -8 | -1 | 0.94 | -2 | 0.1 | -4 | -2
O=C(Nc1ccccc1C(=O)NC(Cc1ccccc1)C(=O)O)c1ccccc1 (stereo not given) | 1 | 4 | -2 | -2 | 0.96 | -2 | 0.1 | 2 | -2
O=C(CSc1nnc(NC(=O)c2cccc(F)c2)s1)NC1CCCC1 | 0.94 | -5 | -9 | -3 | 1.1 | 1 | 0.5 | -6 | 6
CCOC(=O)c1c(NC(=O)c2c(Br)cnn2CC)sc(C)c1C | 0.77 | 6 | -2 | -4 | 0.94 | 1 | 2.3 | 1 | 23
Cc1cc(Nc2cccc(Cl)n2)n(-c2ccccc2)n1 | 0.86 | 5 | -9 | -2 | 0.95 | -3 | 0.2 | -3 | 14
Nc1ccccc1SCc1csc(-c2ccc(Cl)cc2)n1 | 0.83 | 7 | -8 | -5 | 0.93 | 8 | -0.5 | -1 | 17
O=C1c2ccccc2C(=O)N1c1ncn[nH]1 | 1.2 | -11 | 10 | 1 | 1.1 | 0 | 2.2 | -7 | -20
CC(C)c1nccn1CCC(=O)O | 0.84 | -1 | 3 | 3 | 1 | -1 | 0.0 | 5 | 16

Carrying on:
SMILES | hIAP act | mIAP block | A3G deaminase | MIN6 prolif | mIAP act | NR3A LBD binder | MPTP inh | APOBEC3A inh | hIAP inh
CSc1ccc(S(=O)(=O)NCC(=O)OCC(=O)N(C)Cc2ccccc2)cc1[N+](=O)[O-] | 0.92 | -1 | 9 | -7 | 1 | -2 | -0.7 | 6 | 8
CCn1c(=O)c2cc(C(=O)N(C)CC(OC)OC)sc2c2ccccc21 | 1 | 3 | -1 | -3 | 0.97 | 1 | -0.1 | 3 | -1
CCCC(=O)Nc1ccccc1NC(=O)c1cc(OC)c(OC)c(OC)c1 | 0.94 | 2 | -6 | -1 | 0.98 | 0 | -1.3 | -1 | 6
CC1(C)CC(NC(=O)c2ccccc2Cl)CC(C)(C)N1 | 0.99 | 14 | -7 | 1 | 0.86 | -1 | -1.3 | -4 | 1
CCOC(=O)c1nn(-c2ccccc2F)c(C)c1C(C)=O | 0.89 | 4 | -4 | 0 | 0.96 | 0 | -0.6 | 5 | 11
COc1cc(C(=O)NCC(=O)N2CCN(S(=O)(=O)c3ccccc3C(F)(F)F)CC2)cc(OC)c1OC | 1 | -7 | -8 | -1 | 1.1 | 1 | -0.1 | -2 | -3
O=C(c1ccco1)N1CCN(C(=O)C(Cc2ccccc2)NS(=O)(=O)c2cccs2)CC1 (stereo not given) | 1 | -4 | 2 | 0 | 1 | -1 | 0.6 | 0 | -3
CC(C)Cc1cc(C(=O)Nc2sc3c(c2C#N)CCC3)no1 | 0.96 | 10 | -8 | 0 | 0.9 | -8 | 2.0 | 2 | 4
COc1cc([N+](=O)[O-])ccc1NC(=O)NCc1ccco1 | 0.98 | 2 | -1 | -1 | 0.98 | 0 | 1.2 | -1 | 2
O=C(Cc1ccccc1F)NC1CCSc2ccccc21 (stereo not given) | 0.96 | 9 | -4 | -1 | 0.91 | 1 | 0.7 | 4 | 4
COc1ccc(/C=N\NC(=O)CCc2c(C)n[nH]c2C)c(OC)c1OC | 0.78 | -5 | -8 | -1 | 1 | 0 | 0.7 | 1 | 22
O=C(Nc1ccccc1Cl)C(=O)c1cn(CC(=O)N2CCOCC2)c2ccccc12 | 1.4 | 4 | -3 | -5 | 0.96 | -12 | -1.7 | -2 | -36
Cc1nc(-c2ccc(S(=O)(=O)N3CCN(C(c4ccccc4)c4ccccc4)CC3)s2)cs1 | 0.87 | 4 | -9 | -4 | 0.96 | 4 | 2.5 | -2 | 13
CC(C)(C)N(NS(=O)(=O)c1ccc(F)cc1)c1ccccc1 | 0.99 | 2 | -7 | -1 | 0.98 | 3 | 1.6 | 0 | 1
Cc1ccc(/C=N/NC(=O)c2cccc(S(=O)(=O)N3CCOCC3)c2)o1 | 0.94 | 13 | -4 | -1 | 0.87 | 0 | -0.8 | -1 | 6
CN(Cc1nc(CCc2ccccc2)no1)Cc1cccs1 | 0.89 | -1 | -4 | -3 | 1 | 0 | 0.0 | -2 | 11
FC(F)(F)c1cc(-c2ccco2)nc(NCCc2ccccc2)n1 | 1.2 | 7 | 2 | -4 | 0.93 | -9 | 1.5 | 8 | -16
O=C(NCc1ccccc1)C1CCCN(S(=O)(=O)c2ccc(-n3cnnn3)cc2)C1 (stereo not given) | 1 | -1 | -8 | 1 | 1 | -1 | 1.5 | -3 | 0
O=C(Oc1ccc2ccc(OC(=O)N3CCCCCC3)cc2c1)N1CCCCCC1 | 1.1 | 11 | 1 | 0 | 0.89 | -3 | 69* | 1 | -11
CCOCCCNC(=O)c1c(N)n(-c2ccc(S(N)(=O)=O)cc2)c2nc3ccccc3nc12 | 1.1 | 3 | -2 | 0 | 0.97 | -7 | -5.5 | -1 | -13
O=C(NCC1CC1)NC(=O)c1c(F)cccc1Cl | 1 | 2 | -9 | -2 | 0.98 | 4 | -0.1 | -3 | -4
Cc1ccc2nc(N/C(N)=N/S(=O)(=O)c3ccc([N+](=O)[O-])cc3)nc(C)c2c1 | 0.81 | 13 | -5 | -4 | 0.87 | -3 | -4.3 | -2 | 19
CCCOc1ccc(-c2c(C(=O)N/N=C(\C)c3ccco3)nnn2-c2nonc2N)cc1 | 0.84 | 7 | 14 | -3 | 0.93 | -7 | 2.5 | 2 | 16
COCCCN(C(=O)C(C)Oc1ccc(Br)cc1)c1c(N)n(Cc2ccccc2)c(=O)[nH]c1=O (stereo not given) | 0.97 | -10 | -4 | -4 | 1.1 | 2 | -0.9 | 12 | 3
O=C(CSc1c[nH]c2ccccc12)N1CCOCC1 | 0.79 | -2 | -5 | -4 | 1 | 0 | -1.4 | -1 | 21
Nc1nc(COc2ccc(Cl)cc2)cs1 | 0.92 | 8 | -7 | -3 | 0.92 | 0 | -0.4 | -1 | 8
Cc1cccc(-n2ncc3c2CCCC3NC(=O)CCN2CCCCO2)c1C (stereo not given) | 1.1 | 9 | -5 | 0 | 0.91 | 6 | 2.0 | -1 | -10
Cc1nn(CC(=O)Nc2ccc(C(=O)N3CCCCC3)cc2)c(=O)c2ccccc12 | 0.95 | 6 | -5 | 0 | 0.94 | 1 | -2.8 | 1 | 5
C[C@H](CO)N1C[C@H](C)[C@@H](CN(C)Cc2ccc(-c3ccccc3)cc2)Oc2c(NS(=O)(=O)c3cn(C)cn3)cccc2C1=O | 0.83 | -23 | -8 | 0 | 1.2 | -1 | 3.9 | -3 | 17
CCN1CCN(C(=O)c2c(-c3c(Cl)cccc3Cl)noc2C)CC1 | 1 | -3 | -2 | -3 | 1 | 0 | 0.5 | 2 | -2
COc1ccc(-n2nnc3c(SCC(=O)Nc4ccc5c(c4)OCCO5)ncnc32)cc1 | 1 | -1 | 27 | -6 | 1 | · | · | 2 | -4
